# procasp7 counter = counter-screen: procaspase-7 (human) activation; recombinant procaspase-7, Ac-DEVD-pNA absorbance 405 nm; D23A/D198A/D206A triple mutant, cannot self-cleave; scale: DMSO 0, 5 µM enzyme 100; activation, % at 8.5 µM; 330,000 tested, 0.093% active;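 active = percent activation above the screen-wide mean plus 3 SD, cut at about 25% in these data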
#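 Detection: p-Nitroaniline absorbance at 405 nm, read at 0 and 120 min; system: Uncleavable procaspase-7 mutant enzyme; evaluation: % activation from two-timepoint absorbance difference, scaled to controls; times: 1 h enzyme–compound preincubation and 2 h substrate reaction, both 25 °C; buffer or medium: Zinc-free HEPES pH 7.4 with 300 mM NaCl, 0.01% Triton X-100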
# PP5 inh = PP5 (human) phosphatase inhibition; P53041; purified PP5c, OMFP substrate fluorescence; inhibition, % at 6.7 µM; 320,000 tested, 0.18% active; AID 1987;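 active = inhibition above the campaign's mean inhibition across all tested compounds plus 3 SD, cut at about 9.5% in these data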;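 also: 0% = DMSO only and 100% = 100 µM cantharidin control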
# Target sequence (P53041 whole entry, looked up): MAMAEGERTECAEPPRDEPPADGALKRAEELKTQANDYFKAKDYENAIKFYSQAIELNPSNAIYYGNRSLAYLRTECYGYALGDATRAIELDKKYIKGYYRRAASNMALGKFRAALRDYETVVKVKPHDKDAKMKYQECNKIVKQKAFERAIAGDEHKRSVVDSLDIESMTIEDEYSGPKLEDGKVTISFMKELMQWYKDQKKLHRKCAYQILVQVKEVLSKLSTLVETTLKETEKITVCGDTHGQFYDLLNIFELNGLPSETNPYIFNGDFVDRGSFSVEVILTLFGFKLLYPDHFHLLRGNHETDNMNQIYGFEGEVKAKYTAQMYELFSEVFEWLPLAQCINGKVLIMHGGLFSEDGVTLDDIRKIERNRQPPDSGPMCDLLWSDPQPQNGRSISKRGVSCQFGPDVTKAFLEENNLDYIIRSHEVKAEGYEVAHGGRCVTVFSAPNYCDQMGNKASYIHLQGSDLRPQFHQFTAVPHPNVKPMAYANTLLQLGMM
# TPT1 inh = inhibitors of Candida albicans tRNA 2'-phosphotransferase TPT1 | recombinant caTPT1, FP RNA substrate dephosphorylation | inhibition, % at 5 µM | 300,000 tested, 0.81% active;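 active = inhibition above the mean of all tested compounds plus 3 SD, set per screening campaign, cut at about 24% in these data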;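 also: plate controls were DMSO alone for no effect and ferristatin control at 100 nM for full effect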
# Efflux pump mplx = blocks antifungal efflux pumps in multiplex yeast assay. 330,000 tested, 0.44% active. inhibition, % at 10 µM. S. cerevisiae Candida pump triplex, Nile Red efflux;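 active = plate passing quality check with inhibition over a set limit, or well fluorescence over plate mean plus 4 SD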;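 also: Nile Red retained in pooled yeast measured as flow cytometry median fluorescence; 0% = buffer negative control and 100% = Enniatin B positive control; higher means more Nile Red kept so more efflux inhibition; some compounds called inactive have numbers as strong as hits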
# procasp3 activ = activates human procaspase-3; P42574; recombinant procaspase-3 D3A, Ac-DEVD-pNA absorbance 405 nm; activation, % at 8.5 µM; 330,000 tested, 0.11% active;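 active = activation above the mean of all tested compounds plus 3 SD, cut at about 21% in these data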;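 also: 0% = DMSO alone and 100% = DMSO wells spiked with extra 5 µM PC-3 D3A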
#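 material = Procaspase-3 D3A mutant | probe or stimulus = Ac-DEVD-pNA | compound = single dose, 8.5 µM nominal compound, 0.8% DMSO | timing = 1 h preincubation, 2 h reaction | measured by = 405 nm absorbance of p-nitroaniline, reads at 0 and 120 min | benchmarks = DMSO-only low control, 5 µM PC-3 D3A high control | repeats = singlicate, each compound tested once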
# Fh CTSL1 inh = counter-screen for PFM18AAP inhibitors: inhibitors of F. hepatica cathepsin L1 | AID 1906 | recombinant F. hepatica cathepsin L1, Z-Leu-Arg-MCA fluorescence | inhibition, % at 5.96 µM | 300,000 tested, 0.49% active;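 active = inhibition above the mean of all tested compounds plus 3 SD, set per screening campaign, cut at about 17% in these data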;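 also: 0% = plate median of test compound wells and 100% = 1 µM Z-Phe-Ala-diazomethylketone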
# HCV core dimer = HCV core protein dimerization inhibition | inhibition, % at 5 µM | AID 1899 | TR-FRET GST/Flag-core106 dimerization, 1536-well | 300,000 tested, 0.33% active;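 active = inhibition above the mean of all tested compounds plus 3 SD, set per screening campaign, cut at about 45% in these data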
#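 System – GST-tagged and Flag-tagged HCV core protein residues 1-106 · Repeats – one well for each compound · Technique – TR-FRET 671 and 617 nm emission · Doses – one concentration, 5 µM, in 0.5% DMSO · Times – 4 h, 22.5 °C incubation · Also added – Eu donor and XL665 acceptor anti-tag antibodies · Measure – percent inhibition of core106 dimerization signal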
# GASC-1 inh = human JMJD2C demethylase inhibition; Q9H3R0; GST-JMJD2C(1-420) H3K9me3 demethylation, DELFIA europium; inhibition, % at 2.35 µM; 330,000 tested, 0.069% active;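 active = more than half of a compound's replicate wells show inhibition beyond 50%, single wells judged on their own value; inconclusive = some, but no more than half, of replicates pass 50% inhibition; inactive = no replicate passes 50% inhibition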;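 also: signal counts dimethyl H3K9 product captured on neutravidin plate; 0% = median of DMSO wells and 100% = 0.3 times that DMSO median; strong numbers were not always called active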
# Target sequence (Q9H3R0 1-420 limits assumed): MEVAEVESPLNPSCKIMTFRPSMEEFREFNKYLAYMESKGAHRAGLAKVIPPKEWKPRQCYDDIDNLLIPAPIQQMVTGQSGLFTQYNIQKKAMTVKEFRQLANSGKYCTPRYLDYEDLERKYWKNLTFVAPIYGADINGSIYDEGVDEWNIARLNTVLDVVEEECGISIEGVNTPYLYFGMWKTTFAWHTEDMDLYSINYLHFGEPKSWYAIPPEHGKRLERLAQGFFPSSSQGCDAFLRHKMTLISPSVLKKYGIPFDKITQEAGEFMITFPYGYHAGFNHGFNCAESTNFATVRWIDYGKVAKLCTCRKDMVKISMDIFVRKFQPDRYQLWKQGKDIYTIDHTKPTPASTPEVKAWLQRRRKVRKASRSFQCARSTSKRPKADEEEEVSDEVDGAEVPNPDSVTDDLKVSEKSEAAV
# PP1 inh = PP1-alpha (human) inhibition in PP5 counter-screen | P62136 | purified PP1alpha, OMFP fluorescence | inhibition, % at 6.7 µM | 320,000 tested, 0.9% active | AID 2235;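 active = inhibition above the mean inhibition of all tested compounds plus 3 SD, computed separately for each screening campaign, cut at about 15% in these data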
# An asterisk follows results filed as active; ? = inconclusive; · = no result given; & = joins results of further samples; ! = a repeat was not active. Not all compounds are listed, so the mix of outcomes need not match the whole.
SMILES,procasp7 counter,PP5 inh,TPT1 inh,Efflux pump mplx,procasp3 activ,Fh CTSL1 inh,HCV core dimer,GASC-1 inh,PP1 inh
CCC(=Nc1ccccc1N)c1c(O)[nH]c(=O)[nH]c1=O,-3,2.8,-3,0.0,-3,-7,-2,14,8
C[C@]12CC[C@H](O)C[C@@H]1CC[C@@H]1[C@@H]2CC[C@]2(C)[C@@H](C(=O)O)C[C@@H]12,-5,-0.7,-2,0.0,9,-1,9,-9,5
CCNC(=O)[C@H]1O[C@@H](n2cnc3c(N)ncnc32)[C@H](O)[C@@H]1O,0,2.0,-2,0.0,0,0,0,2,-2
CNC(=O)Oc1ccc(C(=O)N2c3ccccc3NC(=O)C2C)cc1 (centres undefined),3,0.5,-4,-0.1,0,-2,0,4,-1
COCCNC(=O)CN1C2CCC1CC(O)(c1cccnc1)C2 (centres undefined),6,-2.7,1,0.0,2,-2,2,0,-7
OC(CCNCCc1c[nH]c2ccccc12)C(F)(F)Cl (centres undefined),12,0.5,0,-0.1,-2,-1,-4,5,-3
CN1C(=O)N(C)C(=O)C2(Cc3cc(NC(=O)c4ccc(F)cc4)ccc3N3CCCC32)C1=O (centres undefined),-4,-2.6,30*,0.1,2,-4,23,-4,-2
CC[N+](CC)(CC)CCCOC(=O)C(O)(c1ccccc1)C1CCCCC1 (centres undefined),5,-0.5,-5,0.0,-1,3,-23,6,-4
CC(NC(=O)Cc1cccc2ccccc12)C(=O)N1CCC(=O)CC1 (centres undefined),1,-2.2,-4,-0.1,-2,-3,-3,-12,-1
Cc1nnc(SCc2nc3ccccc3c(=O)n2-c2ccccc2Cl)n1N,-15,3.3,4,0.1,-15,-1,3,3,-4
CN1CCC(n2nccc2N)CC1,4,0.1,1,-0.1,1,0,-3,-10,-6
O=C(CCc1nc(-c2ccccc2F)no1)N1CCC2(CC1)OCCO2,-3,-6.2,-8,0.2,0,-2,-3,-7,2
O=C(O)COc1ccccc1/C=C1\C(=O)NC(=O)N(CCC2=CCCCC2)C1=O,-18,1.9,8,0.1,-6,-2,-1,21,0
O=C(Cc1ccccc1)Oc1cccc(N2C(=O)CCC2=O)c1,8,2.8,-1,0.0,4,-13,15,-4,-6
CCN1CCN(C(=O)Cc2c(C)n(C(=O)c3ccc(Cl)cc3)c3ccc(OC)cc23)CC1,10,2.8,0,0.2,-5,2,1,3,0

# Just GASC-1 inh, for some of the entries so far:
Molecule	GASC-1 inh
CNC(=O)Oc1ccc(C(=O)N2c3ccccc3NC(=O)C2C)cc1 (centres undefined)	4
COCCNC(=O)CN1C2CCC1CC(O)(c1cccnc1)C2 (centres undefined)	0
OC(CCNCCc1c[nH]c2ccccc12)C(F)(F)Cl (centres undefined)	5
CN1C(=O)N(C)C(=O)C2(Cc3cc(NC(=O)c4ccc(F)cc4)ccc3N3CCCC32)C1=O (centres undefined)	-4
CC[N+](CC)(CC)CCCOC(=O)C(O)(c1ccccc1)C1CCCCC1 (centres undefined)	6
CC(NC(=O)Cc1cccc2ccccc12)C(=O)N1CCC(=O)CC1 (centres undefined)	-12
Cc1nnc(SCc2nc3ccccc3c(=O)n2-c2ccccc2Cl)n1N	3

# Further structures follow:
SMILES,procasp7 counter,PP5 inh,TPT1 inh,Efflux pump mplx,procasp3 activ,Fh CTSL1 inh,HCV core dimer,GASC-1 inh,PP1 inh
O=c1[nH]c(=S)n(-c2ccccc2F)c(O)c1C=NCc1ccco1,7,5.6,2,0.0,13,3,-2,-3,-5
O=C1NC(=S)NC(=O)C1C1CCCCC1,-33,-1.6,1,-0.2,-17,2,-2,43,-1
CN(C)C(=O)Oc1ccc2c(=O)c(Oc3ccccc3Br)coc2c1,-4,-2.3,1,0.0,0,3,3,11,-3
CCCCn1c(O)c(C(C)=NCCN2CCCCC2)c(=O)[nH]c1=O,-11,0.3,6,-0.1,-4,-2,-1,·,-4
O=c1c2ccccc2nc(/C=C/c2ccc(F)cc2)n1-c1ccccn1,-1,3.6,-4,-0.2,2,-4,2,20,-2
COC(=O)C1=C(c2ccc(F)cc2OCc2ccccc2)C[C@@H]2CC[C@H]1N2C,-6,-0.4,·,0.0,8,·,·,3,1
CC(C)NP(=O)(NC(C)C)OP(=O)(NC(C)C)NC(C)C,11,-2.3,-3,0.0,3,-1,3,12,4
CCN(CC)CCCC(C)N=C(c1ccccc1)c1c(O)n(C)c(=O)n(C)c1=O (centres undefined),-6,0.5,-3,-0.1,7,2,-3,4,-4
Cc1ccccc1-n1c(O)c(/C=N/c2nccs2)c(=O)[nH]c1=O,-19&-7,2.0&4.0,28*!,0.0&0.1,-17&7,17*!,-5&-3,0&-1,-2&0
CCOC(=O)C1(CCc2ccccc2)CCN(C(C)CSC)CC1 (centres undefined),8,-0.8,2,0.0,5,-4,8,2,1
Cc1ccc(C2CC(=O)C(C=NCCN3CCN(C(=O)Cc4ccccc4)CC3)=C(O)C2)cc1 (centres undefined),-6,1.5,1,0.2,-2,-2,4,-9,-2
C=CCn1c(O)c(C(C)=NCCC(c2ccccc2)c2ccccc2)c(=O)[nH]c1=O,1,-0.3,-2,-0.8,0,3,12,-2,3
CCOc1cc2c(cc1OCC)-n1cccc1C(c1ccccc1OC)NC2 (centres undefined),-10,1.8,-7,0.0,-6,4,-13,9,8
COc1cc2c(c(OC)c1OC)-c1ccc(O)c(=O)cc1[C@@H](N)CC2,7,5.7,4,0.3,-1,0,-5,·,0
Nc1nonc1C(=O)N/N=C/c1ccc([N+](=O)[O-])o1,-9,3.2,-3,0.3,-8,0,-3,-6,2
O=C(N/N=C/c1c(O)n(C2CCCCC2)c(=S)[nH]c1=O)c1ccccc1,-39,1.4,1,0.0,-10,0,4,1,5
COc1cc(/C=C2\C(=O)NC(=O)N(c3ccccc3)C2=O)cc(OC)c1O,-22,3.7,51*,-0.2,-7,0,-1,-5,13
O=c1[nH]c(O)c(C=NCCc2ccccc2)c(=O)[nH]1,3,0.5,1,0.0,-13,4,0,-1,-2
C=CCNC(=O)c1c(N)n(Cc2ccco2)c2nc3ccccc3nc12,-9,2.4,10,0.1,4,4,18,3,5
Cc1cnc[nH]1,13,2.1,·,0.0,3,·,·,16,-4
O=c1c2ccccc2nc(CNCc2ccco2)n1-c1ccc(F)cc1,4,1.6,5,0.4,-6,0,18,-16,2
CC(=NCCCn1ccnc1)c1c(O)n(C)c(=O)n(C)c1=O,5,-0.7,-2,-0.1,-4,-1,-6,?,-1
C=C(c1ccccc1)P(=O)(O)O,-6,-1.9,3,0.7,-1,-3,-9,1,-1
COC(=O)C1=C(c2cc3ccccc3s2)C[C@@H]2CC[C@H]1N2C(=O)NCCNC(C)=O,4,1.4,3,·,9,-2,0,-3,0
C[N+]1(C)C2CCC1CC(OC(=O)c1ccccc1)C2 (centres undefined),-6,-0.2,-2,0.0,2,-1,-4,0,3
CC(C)N1CCC2(CC1)NC(CO)(CO)CO2,-7,0.6,-3,-0.2,-1,3,-5,-41,0
O=C(CNC(=O)c1ccc(Cl)cc1)Nc1ccc(Br)cc1C(=O)c1ccccc1,6,7.1,-3,-0.1,1,2,-3,10,5
N#CC(C#N)=Cc1ccc(-c2ccccc2F)o1,-6,-1.9,-69,-0.2,-7,-1,4,-4,2
CN(C(=O)Oc1ccc(C(C)(C)C)cc1)c1ccccc1,4,1.6,-5,0.2,-11,6,8,7,-2
Cc1nn(-c2ccccc2)c(Cl)c1C1C(C#N)=C(N)Oc2c1c(=O)oc1ccccc21 (centres undefined),-4,5.1,0,0.3,-11,0,12,5,4
Cn1c2ccccc2c2c(C(=O)N3CCC4(CC3)OCCO4)cn(C3CCCCC3)c(=O)c21,2,2.4,-2,-0.1,2,2,3,-24,2
CCOC(=O)C1(CCOc2ccccc2)CCN(Cc2cccc(O)c2)CC1,16,-1.4,1,0.0,-12,1,-4,6,2
Cn1c(O)c(C=NCCN2CCNCC2)c(=O)n(C)c1=O,6,-0.2,-2,0.1,11,-2,-3,2,-7
CCN1C(=O)CC(c2cccnc2)=Nc2ccccc21,-6,-0.6,2,0.2,-9,-4,0,-7,-5
CCCCCn1c(=O)c(C(=O)NCCc2ccccc2)c(O)c2ccccc21,6,0.4,2,0.1,-1,2,-2,-3,-1
Cc1csc(=N)n1Cc1ccccc1,5,1.4,0,0.0,6,1,-6,-13,-3
NS(=O)(=O)c1ccc(N2CCNCC2)cc1,-1,0.6,7,-0.1,5,1,-2,1,-2
CCn1ccnc1CN1CCCC(C(=O)c2ccc(SC)cc2)C1 (centres undefined),-3,-1.4,1,0.0,4,1,-9,-3,2
COP(=O)(OC)C(Nc1ccccn1)c1ccccc1 (centres undefined),-14,-0.4,-5,-0.1,-2,1,-5,-5,1
O=S(=O)(c1ccc(Cl)cc1Cl)N1CCCC1c1cccnc1 (centres undefined),-2,-1.7,-3,0.0,16,-6,-1,16,-4
CCN1CCN(S(=O)(=O)c2ccc(Cl)nc2)CC1,8,0.1,-3,-0.1,-4,-4,-3,-2,-5
O=C(CCn1c(=O)oc2ccccc21)N1CCC2(CC1)OCCO2,13,4.9,1,-0.1,-3,-1,-7,7,-2
O=C(C(=O)N1CCOCC1)c1cn(Cc2ccc(F)cc2)c2ccccc12,1,-0.2,0,-0.2,0,-2,3,0,-3
CCOC(=O)c1c(/N=C/C2C(=O)NC(=S)NC2=O)sc(C)c1C,-19,2.4,9,0.1,-16,-5,-4,-18,1

# Random excerpt: 4 compounds from above.
SMILES,procasp7 counter,PP5 inh,TPT1 inh,Efflux pump mplx,procasp3 activ,Fh CTSL1 inh,HCV core dimer,GASC-1 inh,PP1 inh
CCN1CCN(S(=O)(=O)c2ccc(Cl)nc2)CC1,8,0.1,-3,-0.1,-4,-4,-3,-2,-5
CCN1C(=O)CC(c2cccnc2)=Nc2ccccc21,-6,-0.6,2,0.2,-9,-4,0,-7,-5
NS(=O)(=O)c1ccc(N2CCNCC2)cc1,-1,0.6,7,-0.1,5,1,-2,1,-2
Cn1c2ccccc2c2c(C(=O)N3CCC4(CC3)OCCO4)cn(C3CCCCC3)c(=O)c21,2,2.4,-2,-0.1,2,2,3,-24,2
